Screening results: PubChem BioAssay, several laboratories
FID counter – displaces DNA intercalator in HCV helicase counter-screen. inhibition, % at 7.9 µM. DNA fluorescent intercalator displacement, fluorescence. AID 1845. hit rate 0.17% among 290,000; in the data active = inhibition above about 37%;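 note: 0% = vehicle and 100% = reference compound; higher means more ethidium bromide displaced from hairpin DNA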
MEKK3 PB1 HTS – raises or lowers MEK5 binding to the human MEKK3 PB1 domain | binding response (% of control), % at 10 µM | AID 1529 | hit rate 1.4% among 290,000 | Q99759 | bead-based flow cytometry, Alexa488-MEK5 binding to MEKK3; actives lie on both sides; 0 = blocked by unlabeled MEK5, 100 = vehicle;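 active = binding response more than 3 SD above or below the average of its plate-row segment, actives on both sides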;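 note: Alexa488 bead fluorescence after subtracting the streptavidin-only scavenger bead signal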
GPR7 antag – blocks human GPR7 receptor signaling. GPR7-expressing cells, fluorescence antagonist assay. inhibition, % at 4.4 µM. hit rate 1.1% among 290,000. AID 1861; in the data active = inhibition above about 16%, passing the limit was not always enough;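 note: cells stimulated with the agonist NPW; 0% = agonist with vehicle and 100% = vehicle without agonist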
Target sequence (P48145 whole entry, looked up): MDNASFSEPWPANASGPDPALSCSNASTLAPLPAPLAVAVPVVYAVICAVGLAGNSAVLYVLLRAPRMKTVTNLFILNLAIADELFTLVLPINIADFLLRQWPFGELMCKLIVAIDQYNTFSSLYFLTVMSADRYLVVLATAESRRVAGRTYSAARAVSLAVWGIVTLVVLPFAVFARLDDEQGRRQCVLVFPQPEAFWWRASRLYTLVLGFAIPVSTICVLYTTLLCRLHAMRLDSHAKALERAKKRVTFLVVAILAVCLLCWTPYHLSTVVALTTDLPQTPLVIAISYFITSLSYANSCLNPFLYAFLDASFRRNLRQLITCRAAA
MEKK2 mut-MEK5 – signal of MEK5 binding to mutant human MEKK2 PB1 domain; bead flow cytometry, Alexa488-MEK5 binding to MEKK2 mutant; percent response, % at 10 µM; hit rate 0.35% among 290,000; in the data active = percent response above about 24%, passing the limit was not always enough; note: inactives centre near 1; some results filed as inactive read as strong as hits; reference of the scale not given here
OXTR agonist – human OXTR agonism; hit rate 0.32% among 320,000; P30559; CHO-OTR cells, Fluo-8 calcium fluorescence; normalized: DMSO 0%, oxytocin 100%; activation, % at 3 µM;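 active = activation above the mean of all tested compounds plus 3 SD, cutoff set per screening run, cut at about 20% in these data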;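 note: peak over basal fluorescence ratio from a 100 s FLIPR kinetic read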
Target sequence (P30559 whole entry, looked up): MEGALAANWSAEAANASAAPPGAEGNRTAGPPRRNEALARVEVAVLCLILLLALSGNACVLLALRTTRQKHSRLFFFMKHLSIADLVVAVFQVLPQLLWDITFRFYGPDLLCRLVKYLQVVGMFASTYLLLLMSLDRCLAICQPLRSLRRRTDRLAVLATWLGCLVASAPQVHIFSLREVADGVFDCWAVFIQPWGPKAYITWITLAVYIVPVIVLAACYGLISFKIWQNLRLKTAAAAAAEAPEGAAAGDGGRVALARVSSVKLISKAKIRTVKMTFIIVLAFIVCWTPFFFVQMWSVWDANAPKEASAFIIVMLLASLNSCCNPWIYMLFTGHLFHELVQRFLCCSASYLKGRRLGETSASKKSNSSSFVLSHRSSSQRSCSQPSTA
NALP1 yeast inh – inhibitors of NALP1 inflammasome in yeast. S. cerevisiae NALP1/ASC/caspase-1 growth, X-gal OD620, 72 h. inhibition, % at 10 µM. hit rate 0.61% among 280,000; in the data active = inhibition mostly above about 24%, no sharp cut-off; inactive = mostly below about 32%; note: some compounds called inactive have numbers as strong as hits
PHOSPHO1 inh – inhibitors of human PHOSPHO1 phosphatase | inhibition, % at 13.3 µM | recombinant PHOSPHO1, absorbance phosphatase assay | Q8TCT1 | hit rate 1.1% among 290,000; in the data active = inhibition above about 60%
Target sequence (Q8TCT1 whole entry, looked up): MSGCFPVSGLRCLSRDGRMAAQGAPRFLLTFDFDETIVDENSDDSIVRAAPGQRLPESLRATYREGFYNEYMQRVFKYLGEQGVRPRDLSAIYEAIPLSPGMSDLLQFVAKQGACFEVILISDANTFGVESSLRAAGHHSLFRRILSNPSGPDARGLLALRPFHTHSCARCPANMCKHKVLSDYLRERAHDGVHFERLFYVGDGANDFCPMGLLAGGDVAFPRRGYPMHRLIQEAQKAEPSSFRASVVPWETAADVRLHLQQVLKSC
M18AAP inhibitor – PfM18AAP enzyme inhibition; inhibition, % at 7.35 µM; hit rate 1.2% among 290,000; recombinant PfM18AAP, H-Glu-NHMec fluorogenic cleavage;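 active = inhibition above the campaign mean inhibition over all tested compounds plus 3 SD, cut at about 28% in these data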;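 note: 0% = plate median of test compound wells and 100% = 2 mM ZnCl2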
MEKK2 WT-MEK5 – raises or lowers MEK5 binding to wildtype human MEKK2 PB1 domain; hit rate 1.1% among 290,000; Q9Y2U5; bead flow cytometry, Alexa488-MEK5 binding to MEKK2 WT; actives lie on both sides; binding response (% of control), % at 10 µM; in the data active = binding response below about 67% or above about 130%
* marks the source's active call; other numbers are inactive results; · = not tested or not shown; [ ] = dose if it differs, or a comment.

SMILES	FID counter	MEKK3 PB1 HTS	GPR7 antag	MEKK2 mut-MEK5	OXTR agonist	NALP1 yeast inh	PHOSPHO1 inh	M18AAP inhibitor	MEKK2 WT-MEK5
CCOc1ccc(NC(=S)N(CCOC)C2CCN(C(C)C)CC2)cc1	0	105	4	12	0.2	11	13	-7	107
NC1=NC(=Nc2cccc(S(N)(=O)=O)c2)c2ccccc21	-4	106	-12	7	0.4	-1	16	-3	99
COC(=O)\C(C(C)=O)=C(/C=C/C=C/N(C)C)N(C)C	-8	100	0	0	0.8	-14	15	-1	104
CN(C(=O)CSc1ccncc1)C1CCCN(Cc2ccccc2F)C1 (stereo not given)	-6	100	-9	0	0.7	14	23	-15	99
Cn1nc(CSc2ccccc2)c(C=O)c1Cl	7	116	-5	0	-0.7	5	36	5	112
c1cc2c3c(cccc3c1)NC1(CCC3(CC1)Nc1cccc4cccc(c14)N3)N2	-17	100	24	7	11	-2	-1	-5	98
CCN(CC)CCNC(=O)Cn1c(C)cc2ccccc2c1=O	2	97	-4	2	-0.2	9	9	-4	100
Cc1cc(C2=NNC(=NC3CC3)SC2)c(C)n1-c1c(C)n(C)n(-c2ccccc2)c1=O	-13	104	-14	0	0.5	12	-7	17	101
CCC(CC)c1nnc(NC(=O)CS(=O)(=O)c2ccccc2)s1	-20	100	-19	-2	1.4	3	-22	12	97
CCOC(=O)N=S(=O)(Oc1ccc([N+](=O)[O-])cc1)c1ccc(Cl)cc1 (stereo not given)	-5	107	0	3	-2.4	10	3	-7	103
CCc1cccc(OCCCN2C(=O)NC(C)(C)C2=O)c1	-15	102	17	1	0.6	10	-1	15	101
CS(=O)(=O)Nc1ccc(C2=NN(S(C)(=O)=O)C(c3ccc4nccnc4c3)C2)cc1 (stereo not given)	-7	3.0*[inhibitor]	2	·	1.2	4	-6	6	·
CSCCC(NC(=O)c1occc1C)C(=O)O (stereo not given)	-4	84	-14	-13	0.6	-5	-14	7	95
COC(=O)c1cccc(C23CC4(C2)[C@H](CN(Cc2ccc(C(F)(F)F)cc2)[C@@H]4c2ccccc2)C3c2ccc(C(F)(F)F)cc2)c1 (stereo not given in full)	·	100	·	3	-0.7	·	26	·	98
Cc1ccc(S(=O)(=O)N2CCN(C(=O)c3ccnn3C)CC2)cc1C	-19	102	-8	-4	-1.2	8	23	-4	96
O=[N+]([O-])c1ccc2c(c1)nnn2-c1ccccc1	0	113	-1	12	-1.0	0	40	-5	108
CC1CCCC(C)N1C(=O)COc1ccccc1F (stereo not given)	-3	107	14	1	-0.8	-4	32	-14	100
CN1CCN(NC(=O)c2cccc(Br)c2)CC1	-7	102	-13	4	0.4	14	-7	-8	101
Cc1ccc2nc3c(c(C(=O)OCC(=O)N(C)C4CCS(=O)(=O)C4)c2c1)CCCC3 (stereo not given)	-28	96	-6	-9	-0.8	1	36	-13	90
CC(C(=O)NCC1CCCCC1)N(C)CC(=O)Nc1ccc(N2CCOCC2)cc1 (stereo not given)	-31	88	6	-15	-0.2	8	4	-6	85
Cn1cnnc1SCc1ccc(F)c2ccccc12	-6	100	-3	1	-0.2	7	14	-5	101
COc1ccc(-c2noc3c2-c2nc(-c4c(F)cccc4F)sc2CC3)cc1	-9	98	-9	-9	-0.9	15	-6	-4	89
Fc1ccc(-c2csc(N3CCC(c4ccccc4)C3)n2)cc1 (stereo not given)	-1	·	-6	·	-1.1	32*	-2	2	·
COc1ccccc1NC(=S)N1CCN(c2cccc(C)c2C)CC1	-19	101	26	-6	-0.8	-5	14	-6	97
CC(=O)c1c(C)oc2ccc(N(C(C)=O)S(=O)(=O)c3ccc(F)cc3C)cc12	-20	104	-23	10	-0.6	8	38	1	112
CC(C)N1CCc2c(sc(NC(=O)c3ccc(S(=O)(=O)N4CCCCC4C)cc3)c2C(N)=O)C1 (stereo not given)	15	102	-17	5	1.2	-3	46	-5	108
CCOc1cc(N2CCOCC2)c(OCC)cc1NC(=O)c1ccc(OCc2c(C)noc2C)c(OC)c1	-5	131*	-4	1	1.4	·	7	2	105
Cc1csc(NC(=O)CCSCCc2ccccn2)n1	-6	103	-14	2	0.4	5	-12	-6	107
C(=N\Nc1nc(N2CCCCCC2)nc(N2CCCCCC2)n1)/c1ccccc1	-16	98	-13	-10	-1.7	8	1	5	99
CCOC(=O)C(CC)n1cnc2c(nnn2-c2ccc(F)cc2)c1=O (stereo not given)	-15	94	13	0	-0.7	2	31	1	96
CCOc1cc(C(=S)N2CCOCC2)ccc1OS(=O)(=O)c1ccc(C)cc1	-19	97	1	6	0.3	-7	19	-4	101
Cc1cc(NC(=O)COC(=O)CSc2nc3cc(Cl)ccc3n2Cc2ccccc2)no1	-36	103	4	3	-1.8	0	24	3	100
COc1ccc(C(=O)CN(C(=O)c2ccc(Cl)cc2)N2C(=O)c3ccccc3C2=O)cc1	-23	104	-15	7	-0.2	-1	12	-1	108
CC(C)(C)OC(=O)NC(Cc1ccccc1)C(=O)NCCCC(=O)O (stereo not given)	-5	97	-7	9	0.7	·	-1	1	100
CCOc1ccccc1NC(=S)NCC1CCCO1 (stereo not given)	-4	106	-3	-1	0.7	19	-3	-4	102
COC(=O)NC(NC(=S)Nc1ccc([N+](=O)[O-])cc1)C(Cl)(Cl)Cl (stereo not given)	11	87	1	3	10	17	-7	-7	96
Cc1cc(C)c(S(=O)(=O)NCCc2ccccc2)c(C)c1	-8	97	-11	-12	-2.5	4	32	1	95
N#CCCN1CCN(S(=O)(=O)c2ccc(S(=O)(=O)N3CCCCCC3)cc2)CC1	2	102	8	6	1.0	24	-6	8	106
CC12CN3CC(C)(CN(C1)C3c1ccc([N+](=O)[O-])o1)C2 (stereo not given)	-6	96	-11	-1	0.7	·	20	15	99
COc1ccc(CNC(=O)C2CCN(S(=O)(=O)c3ccc4c(c3)NC(=O)CO4)CC2)cc1	-35	99	4	-2	-0.2	22	22	-12	97

Some of the entries so far, bar-delimited.
Compound | FID counter | MEKK3 PB1 HTS | GPR7 antag | MEKK2 mut-MEK5 | OXTR agonist | NALP1 yeast inh | PHOSPHO1 inh | M18AAP inhibitor | MEKK2 WT-MEK5
COc1ccc(-c2noc3c2-c2nc(-c4c(F)cccc4F)sc2CC3)cc1 | -9 | 98 | -9 | -9 | -0.9 | 15 | -6 | -4 | 89
Fc1ccc(-c2csc(N3CCC(c4ccccc4)C3)n2)cc1 (stereo not given) | -1 | · | -6 | · | -1.1 | 32* | -2 | 2 | ·
COc1ccccc1NC(=S)N1CCN(c2cccc(C)c2C)CC1 | -19 | 101 | 26 | -6 | -0.8 | -5 | 14 | -6 | 97
CC(=O)c1c(C)oc2ccc(N(C(C)=O)S(=O)(=O)c3ccc(F)cc3C)cc12 | -20 | 104 | -23 | 10 | -0.6 | 8 | 38 | 1 | 112
CC(C)N1CCc2c(sc(NC(=O)c3ccc(S(=O)(=O)N4CCCCC4C)cc3)c2C(N)=O)C1 (stereo not given) | 15 | 102 | -17 | 5 | 1.2 | -3 | 46 | -5 | 108

The results go on.
SMILES	FID counter	MEKK3 PB1 HTS	GPR7 antag	MEKK2 mut-MEK5	OXTR agonist	NALP1 yeast inh	PHOSPHO1 inh	M18AAP inhibitor	MEKK2 WT-MEK5
CCOc1ccc(N2C(=O)/C(=C/c3ccccc3OCC(=O)OC)N(CC(=O)OC)C2=S)cc1	-19	103	-2	-1	-1.1	10	41	-3	95
COc1ccc(NC(=O)Nc2cc(C(=O)O)ccc2N2CC3CC(C2)c2cccc(=O)n2C3)c(OC)c1 (stereo not given)	-47	96	-4	1	0.4	-19	8	9	99
CCN1CCN(Cc2ccc(NC(=O)c3cc(NC(=O)c4cc(-c5ccc(OC)cc5)n[nH]4)cc(OC)c3)cc2C(F)(F)F)CC1	·	125*	·	167*	1.0	·	16	·	167*
COc1cccc(-c2cc(C(F)(F)F)n3ncc(C(=O)O)c3n2)c1	-11	101	2	4	0.3	17	21	12	102
COC(=O)Cc1ccc(NC(=S)N2CCN(c3cc(Cl)ccc3C)CC2)cc1	-7	107	-7	3	7.9	-4	27	6	103
NS(=O)(=O)c1ccc(NC(=O)COc2ccc(S(=O)(=O)N3CCCC3)cc2)cc1	-8	99	2	4	0.1	6	39	5	98
CCOc1ccccc1CNC(c1ccccc1)c1ccccc1	9	104	2	2	-1.7	-6	14	5	112
Cc1ccc(NC(=O)Cc2nnc(SCC(=O)c3ccc(Br)cc3)n2C)cc1Cl	-2	·	1	·	0.4	32	78*	-1	·
CC(=O)c1ccc(S(=O)(=O)Nc2cccc(-c3cn4c(n3)SCC4)c2)cc1	-7	81	-9	-9	2.1	9	8	-17	86
N#Cc1c(SCc2cccc(Cl)c2)sc(C(=O)c2ccccc2)c1N	4	102	-4	-1	1.5	7	62*	8	93
COc1ccc(F)c(CN2CCC(n3nccc3NC(=O)CCCc3ccccc3)CC2)c1	-3	101	1	7	0.4	2	12	-3	113
Cc1oc2ccc(OCC(N)=O)cc2c1C(=O)OC(C)C	-23	96	-15	-4	-1.4	38	25	-24	98
O=C(COc1ncnc2sccc12)N1CCN(C(=O)c2ccco2)CC1	-11	101	-2	-2	-0.5	12	58	5	94
CCCOC(=O)NC(CC)COC(=O)Nc1cccc(C)c1C (stereo not given)	-20	104	-4	2	-1.6	-3	8	-1	104
Cc1cc([N+](=O)[O-])nn1Cc1noc(C(=O)NCCCn2ccnc2)n1	2	103	2	-1	0.5	2	15	-1	103
Cn1cc(C(=O)Nc2ccc(F)c(Cl)c2)cn1	-3	107	11	-1	1.7	38	0	-14	101
N/C(=N\OC(=O)c1cccc(F)c1)c1cccc([N+](=O)[O-])c1	4	104	-16	5	0.3	11	14	-7	109
CCC(=O)NCCc1nc2cc(NC(=O)c3ccc(Cl)cc3)ccc2n1C	-16	103	-13	0	·	8	27	-5	102
Cc1ccccc1C(=O)N1CCC(C(=O)Nc2ccc(S(=O)(=O)N(C)C(C)C)cc2)CC1	-36	101	-5	-1	0.5	-4	12	-1	94
CC(=O)c1ccc(Nc2cc(C)nc3ccc(C)cc23)cc1	7	110	0	-8	-2.0	12	33	-9	103
CCn1nc2cc(C(=O)NCc3cc(C(F)(F)F)cc(C(F)(F)F)c3)ccc2c1OC	-18	101	-17	1	-1.9	14	12	1	103
CCN(CC(=O)Nc1ccccc1SC)Cc1nc2ccccc2c(=O)[nH]1	-31	89	-7	-22	-1.1	·	-10	-6	84
COc1ccc(C(=O)C[n+]2ccc(N(C)C)cc2)cc1	1	135*	-28	29	0.0	17	24	0	120
CCc1ccccc1NC(=S)N(CCN(C)C)Cc1cccs1	-2	106	-22	4	2.4	-2	21	2	104
COc1cccc(C2CC(c3ccc(C(C)C)cc3)n3nc(N)nc3N2)c1 (stereo not given)	-6	95	-12	-4	0.1	-3	9	-11	93
COC(=O)c1c(C(=O)OC)c(-c2ccc(C(C)(C)C)cc2)n2c1CS(=O)C2 (stereo not given)	-28	83	-6	-14	-0.2	3	45	-8	82
COc1ccc(CCN(C(=O)C(F)(F)F)C(C(=O)NC2CCCCC2)c2ccc(C)s2)cc1 (stereo not given)	0	108	-13	8	0.1	-3	13	2	100
O=C(CCCN1C(=O)c2ccccc2C1=O)NCCCn1ccnc1	0	95	-8	-1	0.8	7	36	-2	95
Cc1ccc(C2CC(c3cccc(C)c3)n3nc(N)nc3N2)cc1 (stereo not given)	-21	105	11	0	5.1	1	2	-2	102
COC(=O)C1=C(C)N2C(=O)CSC2=NC1c1ccc2c(c1)OCO2 (stereo not given)	·	102	·	1	-0.4	16	5	·	101
Cn1c(SCCCC(=O)c2ccc(Br)cc2)nnc1-c1ccncc1	-12	·	-5	·	12	38	32	-1	·
O=C(c1cccc(F)c1)N1CCC(N2CCCCCC2)CC1	8	109	-4	14	0.5	1	-2	17	111
CCOc1ccccc1NC(=O)c1nc(-c2ccccc2)oc1C	-6	103	-15	0	-1.4	11	6	-4	100
O=C(Nc1ccc(S(=O)(=O)NC2CCCCC2)cc1)c1ccco1	-15	109	-4	3	7.9	-86	6	8	101
